SDO1 yeast rescue: growth rescue of sdo1-depleted yeast, primary screen, S. cerevisiae, bone marrow failure model; S. cerevisiae sdo1-depleted JHY4D growth rescue, OD600 30 h; active compounds read high; pdr5 snq2 efflux-pump mutant strain; z-score at 10 µM; actives 0.21% (n = 140,000); AID 817, 2007;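 active means z-score above 3 at both the 24 hr and the 30 hr optical density reads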;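 further: z-score against mean and SD of all compound wells on the same plate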
INS promoter inh: inhibitors of insulin promoter-driven GFP, primary screen, imaging, TRM-6 cells (human fetal islet line), eGFP reporter, cell count; AID 1273, 2008; actives 0.9% (n = 130,000); inhibition, % at 2 µM; reporter expression induced with tamoxifen;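 active means inhibition above the mean plus 3 SD, with well images judged a real hit on visual review, cut at about 60% in these data, passing the limit was not always enough; inconclusive means inhibition over the cutoff but images rejected on review; inactive means inhibition not above the cutoff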
SDO1 yeast rescue Rescue 24 h: further read-out of SDO1 yeast rescue, marked with its call; z-score; S. cerevisiae sdo1-depleted JHY4D growth rescue, OD600; measured here: growth rescue at 24 h;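 0 is the plate mean of compound wells and units are plate SD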
Starred values were filed as active, the others as inactive; ? = inconclusive; nt = not tested or not shown; & = joins results of further samples; [ ] = another dose, or the depositor's remark.

item	smiles	INS promoter inh	SDO1 yeast rescue	SDO1 yeast rescue Rescue 24 h
1	CCc1nnc(NS(=O)(=O)c2ccc(NC(=S)NC(=O)/C=C/c3ccc(OC)cc3)cc2)s1	nt	0.28	0.98
2	CCC(Sc1n[nH]c(=O)[nH]c1=O)C(=O)OCc1ccccc1 (stereo not drawn)	nt	1.5	1.9
3	O=C(CCc1nnc(C2CCCCC2)o1)N1CCCCC1CCn1cccn1 (stereo not drawn)	4	nt	nt
4	O=C1CC(c2ccccc2)n2nc(N3C(=O)c4ccccc4C3=O)nc2N1 (stereo not drawn)	nt	0.29	-0.72
5	CN(C)c1ccc(/C=C/C=C2/SC(=S)N(c3ccccc3)C2=O)cc1	-296	-1.4	0.81
6	CC1(C)O[C@@H]2C[C@H]3[C@@H]4C[C@H](F)C5=CC(=O)CC[C@]5(C)[C@H]4[C@@H](O)C[C@]3(C)[C@]2(C(=O)CO)O1	-52	-0.1	-0.74
7	CC(=O)c1cccc(NC(=O)COc2ccccc2C(=O)c2cc(C#N)c(=O)n(C3CCCCC3)c2)c1	-23	0.7	1.5
8	CCc1ccc(N2C(=O)Nc3ccccc3C2(O)C(=O)N2CCN(c3ccccn3)CC2)cc1 (stereo not drawn)	-50	nt	nt
9	CC(CNCC1CCCO1)COc1cccc2ccccc12 (stereo not drawn)	-59	0.16	-0.61
10	C=C(C)COc1ccc(-c2nc(N)nc(C)c2-c2ccc(OC)cc2)c(O)c1	-14	-1.8	-1.9
11	CCCc1nc2sc3ccccc3c(=O)c2c(=O)n1Cc1ccco1	nt	-1.1	-1.3
12	CCNC(=S)NNC(=O)c1csc(C)c1	nt	0.2	0.1
13	Oc1c(C=C2N=c3ccccc3=N2)sc(=S)n1C1CCCC1	nt	-1.3	-0.52
14	CC(C)CNC(=S)NC(=O)c1ccc(F)cc1	-27	-0.07	-0.2
15	CC(C)Cn1c(CCC(=O)O)ccc1-c1cccs1	-14	1.7	2
16	COc1ccc(NC(=O)CSc2nnc(Cc3cccn3C)n2CCc2ccccc2)cc1OC	nt	-0.16	-0.89
17	COc1ccccc1CNC(=O)CSc1ccc(C)cc1	-77	0.32	0.64
18	CCCC1=C(C(=O)OCC)C(c2ccccc2OCC)NC(=O)N1C (stereo not drawn)	nt	-0.56	-0.19
19	CCOC(=O)C1CCN(C(c2cc3ccc(C)cc3[nH]c2=O)c2nnnn2C2CCCCC2)CC1 (stereo not drawn)	33	-0.9	-1.2
20	O=C(Oc1ccccc1C(=O)Oc1ccccc1)c1ccco1	-52	-1.8	-1.4
21	CC(=O)Nc1nc(N)n(-c2ccccc2)n1	0	1	2.7
22	COc1ccccc1-c1cc(C(=O)Nc2c(C)n(C)n(-c3ccccc3)c2=O)no1	nt	0.51	1.4
23	O=C(NNC1=C(C(=O)C(F)(F)F)CCC1)c1ccccc1O	59	0.94	0.37
24	CCN(CC)CC(=O)Nc1c(C)cccc1C	32&38	0.71&0.07	0.15&-0.75
25	COc1ccc(C2NC(=O)NC(O)(C(F)(F)F)C2C(=O)c2ccc(F)cc2)cc1 (stereo not drawn)	-240	0.43	-0.43
26	O=C(NC1CCCC1)c1noc2c1CCCCC2	-42	0.19	0.3
27	O=C(CCCn1c(=O)[nH]c2cc(Cl)ccc2c1=O)NCCN1CCN(c2ccccc2)CC1	13	0.55	0.16
28	CC1=C(C(=O)N2CCc3ccccc32)C2(CCC(C)CC2)OC1=O (stereo not drawn)	nt	-0.57	1.4
29	C=CCOC(=O)/C(=C\c1ccc(OC)cc1)NC(=O)c1ccco1	nt	-0.19	0.11
30	CC1CN(CCC(=O)Nc2ccc3c(c2)OCO3)CC(C)O1 (stereo not drawn)	nt	1.2	-0.4
31	COc1ccc(CNC(=O)COC(=O)CC2CCCC2)cc1	23	-1.1	-1.7
32	O=C(Nc1ccc(Cl)c(Cl)c1)Nc1nnc(CSc2ccccc2)s1	33	0.94	0.53
33	Cc1ccc2c(c1)N(C(=O)CCC(=O)O)CCO2	22	1.9	0.83
34	COc1ccccc1C(=O)NCC(=O)NNc1ncnc(N)c1[N+](=O)[O-]	37	nt	nt
35	COc1ccc(/C=N/NC(=O)c2c(-c3ccccc3)noc2C)cc1	-17	-0.08	-1.8
36	Cc1ccc(NC2=NCC(=O)N2Cc2ccc3c(c2)OCO3)cc1	-26	0.17	0.25
37	Oc1c(Cl)cc(Cl)cc1Sc1cc(Cl)cc(Cl)c1O	19	-2.8	-1.8
38	CC(=O)Nc1ccc(S(=O)(=O)N2CCN(c3nc(NC4CCCC4)c4ccccc4n3)CC2)cc1	-38	0.17	-0.33
39	Cc1ccc(-n2c(SCC(=O)N/N=C/c3ccc(C)s3)nnc2-c2ccccc2)cc1	-19	0.09	0.5
40	NC(=O)NCC12CC3CC(CC(C3)C1)C2	nt	-0.97	-1.7
41	O=C(NCCCN1CCOCC1)c1ccc(CS(=O)(=O)c2ccc(Br)cc2)o1	nt	-0.1	-0.46
42	CCOC(=O)c1cnc2c(C)cccc2c1Nc1ccc(N2CCOCC2)cc1	27	-0.82	-0.16
43	COC(c1ccccc1)c1nnc(CCC(=O)NC2C3CC4CC(C3)CC2C4)o1 (stereo not drawn)	10	nt	nt
44	CCCCCCCOC(=O)C1=C(C)Nc2ncnn2C1c1cccs1 (stereo not drawn)	38	-1.6	-1.4
45	S=C(NCc1ccccc1)NCC1COc2ccccc2O1 (stereo not drawn)	-36	-0.52	-0.25
46	c1ccc(-n2c(SCC3CCCCO3)nnc2-c2cccs2)cc1 (stereo not drawn)	62	-1.1	-0.61
47	O=C(Cn1c(C(F)(F)F)nc2ccccc21)c1ccc(F)cc1	-84	0.6	0.75
48	COc1ccc(OC)c(/C=N/NC(=O)c2cc[n+](Cc3ccccc3)cc2)c1	-22	1.9	1.1

Ordered by value in INS promoter inh (ascending): 3 of the compounds above.
item	smiles	INS promoter inh	SDO1 yeast rescue	SDO1 yeast rescue Rescue 24 h
47	O=C(Cn1c(C(F)(F)F)nc2ccccc21)c1ccc(F)cc1	-84	0.6	0.75
48	COc1ccc(OC)c(/C=N/NC(=O)c2cc[n+](Cc3ccccc3)cc2)c1	-22	1.9	1.1
42	CCOC(=O)c1cnc2c(C)cccc2c1Nc1ccc(N2CCOCC2)cc1	27	-0.82	-0.16

Reprinted at random: 7 entries already listed, in no set order.
item	smiles	INS promoter inh	SDO1 yeast rescue	SDO1 yeast rescue Rescue 24 h
33	Cc1ccc2c(c1)N(C(=O)CCC(=O)O)CCO2	22	1.9	0.83
39	Cc1ccc(-n2c(SCC(=O)N/N=C/c3ccc(C)s3)nnc2-c2ccccc2)cc1	-19	0.09	0.5
43	COC(c1ccccc1)c1nnc(CCC(=O)NC2C3CC4CC(C3)CC2C4)o1 (stereo not drawn)	10	nt	nt
29	C=CCOC(=O)/C(=C\c1ccc(OC)cc1)NC(=O)c1ccco1	nt	-0.19	0.11
37	Oc1c(Cl)cc(Cl)cc1Sc1cc(Cl)cc(Cl)c1O	19	-2.8	-1.8
44	CCCCCCCOC(=O)C1=C(C)Nc2ncnn2C1c1cccs1 (stereo not drawn)	38	-1.6	-1.4
23	O=C(NNC1=C(C(=O)C(F)(F)F)CCC1)c1ccccc1O	59	0.94	0.37

(list continues)
item	smiles	INS promoter inh	SDO1 yeast rescue	SDO1 yeast rescue Rescue 24 h
49	Cc1ccc2nc3c(cc(C(=O)NCC4CCCO4)n3C)c(=O)n2c1 (stereo not drawn)	nt	0.83	0.35
50	O=C1CN(C(=O)C2CCCC2)CCN1	34	0.61	0.45
51	Cc1occc1C(=O)Nc1c(F)c(F)c(F)c(F)c1F	-27	0.46	0.34
52	Cc1ccccc1-n1c(C)cc(/C=C2\NC(=O)NC2=O)c1C	50	-0.02	0.26
53	CN(C)C(=O)COC(=O)c1cccnc1Nc1ccccc1F	-73	0.79	0.3
54	O=C(Nc1nnc(/N=C/c2ccco2)s1)c1ccc(F)cc1	-12	1.6	1
55	COc1ccc(-c2cc(CNC(=O)CN3CCN(C)CC3)on2)cc1	18	1.8	0.58
56	CCN(CC)S(=O)(=O)c1ccc(Cl)c(NC(=O)c2ccncc2)c1	40	nt	nt
57	O=c1c2ccccc2c(C=NCc2ccccn2)c(O)n1-c1ccccc1	-5	0.4	0.62
58	Cc1occc1-c1nnc(SCC(=O)Nc2ccccc2N2CCCCC2)n1C	-28	0.64	2
59	COc1ccc(OC)c(NC(=O)COC(=O)/C=C/c2ccc(Cl)cc2)c1	31	-1.2	0.38
60	Cc1cccc(N=N/C(=C\O)C(=O)c2cccs2)c1	-31	nt	nt
61	Clc1ccc(-c2nnc(Sc3nc4ccccc4o3)c3ccccc23)cc1	33	-0.96[8.9 µM]	-1.5
62	C=C(C)COc1ccc(-c2nc(N)nc(C)c2Oc2ccccc2OC)c(O)c1	-67	-1.5	-1.9
63	CCOC(=O)c1ccccc1NS(=O)(=O)c1ccc(OCC)cc1	-74	-0.53	-0.27
64	CSc1ccc(/C=c2\s/c(=C\C(=O)C(C)(C)C)n(CC(=O)NCCC3=CCCCC3)c2=O)cc1	-15	0.66	1
65	O=C(NC1CCCc2ccccc21)C1CCCN(S(=O)(=O)c2cnc[nH]2)C1 (stereo not drawn)	nt	1.5	1.4
66	C=CCn1c(O)c(N=NC(=O)c2ccccc2NS(=O)(=O)c2cccs2)c2ccccc21	nt	-0.11	-0.26
67	CN(C)/C=C1/Nc2ccccc2C1=O	nt	0.05	-0.08
68	N#Cc1nc(COc2ccc(Cl)cc2Cl)oc1N1CCN(c2ccccc2)CC1	50	-0.34	-0.41
69	COc1ccc(N=Nc2cnc(C)nc2-c2ccccc2)cc1	25	-0.41	0.81
70	CCCCCNC(=O)N[C@H](C(=O)O)C(C)C	0	0.22	-0.23
71	COc1cc(Cl)c(C)cc1NC(C)C(=O)Nc1cc(C(F)(F)F)ccc1N1CCOCC1 (stereo not drawn)	-36	-1.3	-1.9
72	CC(C)(C)NC(=O)/C(=C\c1cccnc1)NC(=O)c1ccco1	40	nt	nt
73	O=C(CCN1C(=O)c2ccccc2C1=O)Nc1ccc(-c2nc3ccccc3s2)cc1	22	-0.58	0.58
74	COc1ccc(Cl)cc1NC(=O)c1ccoc1C	-54	-0.39	-0.13
75	COc1ccc(NC(=S)Nc2cccc([N+](=O)[O-])c2)cc1	-6	-0.62	-0.64
76	Cc1cc(Cl)ccc1NC(=S)NCCCN1CCCC1=O	nt	1.6	0.66
77	COc1ccc2[nH]c(=O)c(CN(Cc3cccs3)S(=O)(=O)c3cccc4nsnc34)cc2c1	-35	-2.1	-1.1
78	O=S1(=O)C=C(N2CCCCC2)c2ccccc21	-45	-0.16	-0.45
79	CC(C)(C)NC(=O)C(=O)N/N=C/c1cccs1	12	0.04	-0.27
80	Cc1ccc(NC(=O)CSc2nnc(Cn3cnc4ccccc43)o2)cc1	nt	-0.27	0.08
81	c1ccc(-c2nc(-c3ccncc3)no2)cc1	?	-0.2	-0.41
82	O=C(O)CCC(=O)CCC(=O)c1ccccc1	38	0.98	0.99
83	CCN1C=CC(=C2C(=O)c3ccccc3C2=O)C=C1	-9	0.56	-0.15
84	COc1ccc(Nc2ccc(Nc3ccc(OC)cc3)nn2)cc1	41	1.8	2.4
85	O=C(NCc1ccc(N2CCCC2=O)cc1)Nc1cccc2ccccc12	-17	2.2	3.7
86	Cn1c2ccccc2c2nnc(SCc3nnc(-c4ccccc4)o3)nc21	10	nt	nt
87	CN(C(=O)CSc1nnc(-c2ccccc2)n1C)C1CCS(=O)(=O)C1 (stereo not drawn)	0	nt	nt
88	CCOc1ccc(N2CC(C(=O)Nc3ccc(S(=O)(=O)Nc4ncccn4)cc3)CC2=O)cc1 (stereo not drawn)	5	-0.29	-0.23
89	Cc1ccc(-c2nnn(CC(=O)N(CC3CCCO3)C(C(=O)NC(C)(C)C)c3ccc(F)cc3)n2)o1 (stereo not drawn)	25	0.5	0.76
90	CS(=O)(=O)Nc1cccc(C(=O)CC2(O)C(=O)Nc3ccc(Br)cc32)c1 (stereo not drawn)	0	1.1	0.93
91	Cc1ccc(S(=O)(=O)CCC(=O)OCC(=O)c2c(C)[nH]c3ccccc23)cc1	-3	0.01	-0.52
92	COc1cc(NC(=S)Nc2cccnc2)cc(OC)c1	nt	0.39	-0.45
93	CCOC(=O)c1oc2nc(CC(C)C)c3c(c2c1N)CCC3	6	-1.5	-1.2
94	Cc1ccc(N2CCN(C(=O)c3ccccc3Br)CC2)c(C)c1	12	-1.9	-1.2
95	O=C(CN1CCOCC1)Nc1ccc(S(=O)(=O)NC2CCCCC2)cc1	-200	-0.22	-0.94
96	Cn1c(=O)[nH]c(=O)c2c1nc(N1CCOCC1)n2CCSc1nc2ccccc2[nH]1	44	0.98	0.78
97	Cn1sc(NC(=O)c2ccccc2Cl)nc1=O	-17	-0.05	-0.6
98	Cc1ccc(S(=O)(=O)NCC2CCC(C(=O)NCc3ccc4c(c3)OCO4)CC2)cc1 (stereo not drawn)	10	0.81	0.93
99	Cc1ccc(C)c(NC(=O)C2CC(O)CN2C(=O)OC(C)(C)C)c1 (stereo not drawn)	64	0.81	-0.2
100	CSCc1ccc(C(=O)NCc2ccccc2)cc1	-60	-0.01	1
101	Cc1ccc(NC(=O)CSc2nnc(Cn3c(=O)sc4ccccc43)n2C)cc1	nt	0.64	0.62
102	COc1ccc(N2CCN(c3cc(C)c4cccc(C)c4n3)CC2)cc1	-12	nt	nt
103	O=C(N/N=C\c1ccc(CNS(=O)(=O)c2ccccc2)o1)C(=O)Nc1ccc(F)cc1	30	0.51	0.09
104	O=[N+]([O-])c1ccc(Cl)cc1N1CCOCC1	11	nt	nt

Screening results (PubChem BioAssay)

Rows were taken by chance (roughly 0.99% active in at least one column).
